# Source: PubChem BioAssay
# CHO parental Ca: counter-screen for OX1R antagonists: effect in parental CHO cells | parental CHO-K1, ATP-induced calcium, Fluo-8 fluorescence | inhibition, % at 5.6 µM | 330,000 tested, 0.63% active | AID 463079;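 active = inhibition above that plate's mean sample inhibition plus 3 SD, cut at about 26% in these data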;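 note: 0% = ATP-challenged DMSO wells and 100% = DMSO wells without ATP; some compounds past the cut are filed as inactive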
#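 Test system: untransfected parental CHO cell line. Compound: one dose, 5.6 µM nominal. Detection: intracellular calcium via Fluo-8 no-wash fluorescent dye. Measure: % inhibition. Benchmarks: ATP-challenged DMSO wells low, unchallenged DMSO wells high.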
# V1R ag counter: V1a receptor agonism, counter-screen for OXTR agonists. P37288. 320,000 tested, 0.25% active. CHO-V1R cells, Fluo-8 calcium fluorescence, agonist mode; 0% DMSO, 100% 3 nM vasopressin. activation, % at 3 µM;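 active = activation above the mean activation of all tested compounds plus 3 SD, per screening run, cut at about 20% in these data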;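 note: signal is peak over basal fluorescence ratio across a 100 second FLIPR read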
# M1 PAM parental: M1 PAM counterscreen hit in parental CHO-K1 cells | ATP EC20, Fluo-8 calcium fluorescence; 0% at ATP EC20, 100% at ATP max | activation, % at 3 µM | 360,000 tested, 0.02% active;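 active = activation above the run cutoff, the mean activation of all test compounds plus 3 SD, cut at about 40% in these data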;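 note: peak over basal fluorescence ratio in a 140 s read after ATP addition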
# TAAR1 ag: agonists of human TAAR1; activation, % at 3 µM; AID 624467; 360,000 tested, 0.99% active; Q96RJ0; CHO RD-HGA16 TAAR1, Fluo-8 calcium fluorescence; vehicle wells 0%, saturating PEA agonist 100%;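 active = activation above the mean activation of all test compounds in the run plus 3 SD, cut at about 38% in these data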
# Target sequence (Q96RJ0 whole entry, looked up): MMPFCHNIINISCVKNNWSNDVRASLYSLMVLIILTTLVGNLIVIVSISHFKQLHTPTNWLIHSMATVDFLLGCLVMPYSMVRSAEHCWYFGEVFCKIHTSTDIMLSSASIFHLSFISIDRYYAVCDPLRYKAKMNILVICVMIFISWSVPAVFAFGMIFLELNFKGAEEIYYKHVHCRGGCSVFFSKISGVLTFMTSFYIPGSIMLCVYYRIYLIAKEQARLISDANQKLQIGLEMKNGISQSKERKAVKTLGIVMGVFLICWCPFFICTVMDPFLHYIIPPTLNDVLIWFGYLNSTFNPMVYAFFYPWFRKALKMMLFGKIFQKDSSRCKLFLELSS
#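 System: CHO RD-HGA16 cells carrying human TAAR1 plus Gα16; Incubation: 17-24 h seeding, 75 min 37 °C dye, 30 min RT; Measured by: Fluo-8 fluorescence, 5 s baseline then 140 s kinetic read; Control set: DMSO and PEA EC100; Replication: single well for each compound.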
# M1 ag: activates human CHRM1 receptor; CHO-K1 hM1, Fluo-8 calcium fluorescence, agonist mode; 0% DMSO, 100% acetylcholine EC100; activation, % at 3 µM; 360,000 tested, 0.33% active;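 active = activation above the run's mean compound activation plus 3 SD, cut at about 16% in these data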;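 note: peak over basal fluorescence ratio within a 140 s kinetic read after compound addition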
# Target sequence (P11229 whole entry, looked up): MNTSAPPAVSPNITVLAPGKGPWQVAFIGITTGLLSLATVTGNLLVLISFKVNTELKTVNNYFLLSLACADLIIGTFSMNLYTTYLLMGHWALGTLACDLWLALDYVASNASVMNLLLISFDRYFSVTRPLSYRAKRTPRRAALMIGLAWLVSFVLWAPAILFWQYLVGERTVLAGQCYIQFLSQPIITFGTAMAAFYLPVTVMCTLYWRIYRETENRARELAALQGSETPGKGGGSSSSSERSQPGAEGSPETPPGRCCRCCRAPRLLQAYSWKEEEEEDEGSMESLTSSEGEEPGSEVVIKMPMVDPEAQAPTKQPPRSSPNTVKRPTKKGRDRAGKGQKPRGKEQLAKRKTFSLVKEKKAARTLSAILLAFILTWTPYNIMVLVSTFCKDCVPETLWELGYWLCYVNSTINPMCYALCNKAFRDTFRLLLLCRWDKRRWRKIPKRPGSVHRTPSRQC
# CHO-K1 Ca ag: M1 agonist counterscreen hit in parental CHO-K1 cells. activation, % at 3 µM. Fluo-8 calcium fluorescence; scaled to maximal ATP response, vehicle zero. AID 602248. 360,000 tested, 0.48% active; in the data active = activation above about 15%;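 note: untransfected CHO-K1 host cells lacking M1 receptor as counterscreen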
# TAAR1 antagonist: antagonists of human TAAR1 | inhibition, % at 3 µM | CHO RD-HGA16 TAAR1, Fluo-8 calcium fluorescence, antagonist | 360,000 tested, 1.5% active | Q96RJ0;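 active = inhibition above a per-plate cutoff, the mean inhibition of test compounds on that plate plus 3 SD, cut at about 49% in these data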;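 note: 0% = DMSO plus EC80 beta-PEA response and 100% = DMSO alone without agonist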
#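 System: CHO RD-HGA16 cells bearing hTAAR1. Reagent: EC80 β-phenethylamine stimulus. Schedule: seeding 17-24 h prior, 75-min 37 °C, 30-min RT dye loading. Signal: Fluo-8 intracellular calcium dye fluorescence, real-time kinetic reads. Read-out: % inhibition from peak post-agonist over basal fluorescence ratio. Benchmarks: vehicle wells and EC80 agonist wells. Replicates: n of 1.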
# OXTR potentiator: human OXTR potentiation; 320,000 tested, 0.061% active; CHO-OTR cells, Fluo-8 calcium fluorescence, potentiator mode; 0% = oxytocin EC15, 100% = EC100; AID 2445; activation, % at 3 µM;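 active = activation above that plate's cutoff, the mean activation of tested compounds plus 3 SD, cut at about 6.6% in these data, passing the limit was not always enough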;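 note: 100% uses oxytocin at 75 nM as the full agonist control; some results filed as inactive read as strong as hits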
#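 Measured by – Fluo-8 calcium dye fluorescence · Test system – human OTR in CHO cells · Dosing – one concentration, 3.0 µM compound · Controls – EC15 oxytocin alone as 0%, 75 nM oxytocin as 100% · Evaluation – normalized max/min fluorescence ratio, % activation · Timing – 6 min pre-incubation, 100 s read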
# CHO-K1 Ca antag: nonselective inhibitor or artifact in parental CHO-K1 cells; AID 602250; 360,000 tested, 0.6% active; inhibition, % at 3 µM; ATP-induced calcium, Fluo-8 fluorescence;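 active = inhibition above a per-plate cutoff, the plate's mean sample inhibition plus 3 SD, cut at about 24% in these data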;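 note: 0% = DMSO plus EC80 ATP and 100% = DMSO alone without ATP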
# The depositor's hits bear a star; / = not tested or not shown.
SMILES,CHO parental Ca,V1R ag counter,M1 PAM parental,TAAR1 ag,M1 ag,CHO-K1 Ca ag,TAAR1 antagonist,OXTR potentiator,CHO-K1 Ca antag
CCOC(=O)c1sc2nc(C)n(CC(=O)NCC3CCCO3)c(=O)c2c1C (configuration not stated),3,0.8,3,2,0,0.0,-11,-12,-5
CCC(=O)N1CCc2cc(S(=O)(=O)CCC(=O)Nc3cccc(C)n3)ccc21,2,1.0,-5,-1,-10,0.2,7,-2,8
COc1cc(CN2CCC(CCC(=O)NC3CC3)CC2)cc(Cl)c1OC,-15,2.1,2,6,-8,0.0,-24,2,-3
Cn1c(=O)n(C)c2cc(S(=O)(=O)NCc3ccco3)ccc21,-5,2.1,22,2,-2,0.7,4,-6,-10
c1ccc(CNc2nc(N3CCOCC3)nc(N3CCOCC3)n2)cc1,-13,-1.1,29,7,-9,0.8,-5,-1,-27
O=C(COc1ccccc1Cl)Nc1nnc(S(=O)(=O)N2CCCC2)s1,-8,1.7,0,2,2,0.1,-34,-4,-10
Cc1c(NC2(c3nnnn3-c3ccc(Br)cc3)CCCCC2)c(=O)n(-c2ccccc2)n1C,-25,-0.3,2,4,3,0.4,1,-3,-9
Cc1ccc(NC(=O)CN2C(=S)NC(C)(C)CC2C)cc1Cl (configuration not stated),-22,1.1,13,1,-3,3.4,-12,-6,-20
Cc1ccccc1NS(=O)(=O)c1cc(C(=O)N2CCCC2)ccc1C,2,6.0,22,-3,-4,0.3,0,-16,-17
O=[N+]([O-])c1ccccc1N=Nc1ccc(O)cc1O,/,/,6,1,1,0.1,-13,/,-3

# Reprinted from the part before: 4 entries, followed by the next part.
SMILES,CHO parental Ca,V1R ag counter,M1 PAM parental,TAAR1 ag,M1 ag,CHO-K1 Ca ag,TAAR1 antagonist,OXTR potentiator,CHO-K1 Ca antag
Cc1c(NC2(c3nnnn3-c3ccc(Br)cc3)CCCCC2)c(=O)n(-c2ccccc2)n1C,-25,-0.3,2,4,3,0.4,1,-3,-9
Cc1ccc(NC(=O)CN2C(=S)NC(C)(C)CC2C)cc1Cl (configuration not stated),-22,1.1,13,1,-3,3.4,-12,-6,-20
Cc1ccccc1NS(=O)(=O)c1cc(C(=O)N2CCCC2)ccc1C,2,6.0,22,-3,-4,0.3,0,-16,-17
O=[N+]([O-])c1ccccc1N=Nc1ccc(O)cc1O,/,/,6,1,1,0.1,-13,/,-3
CC1CCN(CCCNC(=O)CN2C(=O)CSc3ccc(S(=O)(=O)N4CCOCC4)cc32)CC1,1,0.1,10,2,-5,1.4,1,-5,-5
COCCN(C(=O)CCCC(=O)Nc1ccccn1)C(C(=O)NC1CCCC1)c1ccc(C)cc1 (configuration not stated),-14,0.2,-7,8,-3,0.5,-6,1,18
COc1ccccc1NC(=O)c1ccc(C(=O)Nc2ccccc2OC)nc1,-11,1.2,17,-1,-4,0.8,1,-3,-7
O=C(C(=O)N1CCCc2ccccc21)N1CCCc2ccccc21,-6,0.1,-7,8,-6,0.1,6,-1,13
Cc1ccc(S(=O)(=O)N2[C@@H](c3ccc(F)cc3)C(C(=O)O)=CC[C@H]2c2cccc(C)c2)cc1,-3,1.1,18,3,0,0.1,-1,-5,-15
CC(C)[C@H](NC(=O)c1ccco1)C(=O)OCC(=O)Nc1ccccc1OC(F)F,0,0.1,-8,3,-5,5.4,-5,-26,-7
Cn1cnnc1SCC(=O)Nc1ccccc1C(=O)NC1CCCC1,-1,0.3,2,4,0,0.2,-9,2,-18
CCOC(=O)c1sc(-c2ccc(C(F)(F)F)cc2)nc1O,10,5.0,1,4,0,5.7,-5,-11,3
O=C(CN1CCCC1)N1CCCc2ccccc21,-16,4.8,5,13,-14,-0.3,0,-3,0
CC(C)CCNC(=O)NC(=O)CN1C(=O)NC2(CCCCC2)C1=O,-15,-0.4,21,1,-5,0.6,-8,-7,-7
O=C(O)CN1C(=O)/C(=C2\C(=O)N(Cc3ccccc3Cl)c3ccccc32)SC1=S,-6,0.5,16,-1,-1,0.1,4,-4,-5
CCN1C(=O)[C@H]2[C@@H](c3ccc(-c4ccc(Cl)c(Cl)c4)c(OC)c3)N3CCCC[C@@]3(C(=O)OC)[C@H]2C1=O,-27,2.2,-4,0,-4,0.9,-11,-7,-1
Cc1cc(C(=O)NNC(=O)c2ccc(Cl)c(S(N)(=O)=O)c2)c(C)o1,-4,-0.2,11,1,-1,0.3,-8,-6,-15
[O-]/[N+](=C\c1ccc(OC(F)F)cc1)c1ccccc1,-2,0.6,9,3,-3,0.0,-7,6,-1
O=C(COc1ccc(S(=O)(=O)N2CCCC2)cc1Cl)NC1CC1,-15,0.7,16,6,-7,0.5,8,-7,-7
O=C(NC(=S)Nc1ccccc1Br)C1CCCCC1,-27,0.6,-26,4,-6,-0.5,-2,-6,1
O=S(=O)(NC1CCN(Cc2ccccc2)CC1)c1cccc(S(=O)(=O)N2CCOCC2)c1,-23,-0.6,9,13,-5,0.0,-11,-7,-2
Cn1c(=O)cc(C(=O)N/N=C/c2ccc(F)cc2)[nH]c1=O,-10,0.6,18,4,-3,0.4,-25,-11,-6
Cc1nc(N)sc1N=Nc1ccc(F)cc1,-2,-0.4,7,1,-4,-0.7,0,-11,-9
Cc1cc(C(=O)N/N=C/c2cccs2)n[nH]1,5,0.1,-1,9,-6,0.2,-1,-12,-6
O=S(=O)(Nc1ccccc1N1CCCCC1)c1cccs1,-10,-1.6,28,11,-6,1.7,-4,-1,-13
c1ccn2c(Cc3nnc4ccccn34)nnc2c1,-8,1.2,20,9,-8,1.3,0,3,-23
CC(=O)Nc1ccc(S(=O)(=O)N(C)CC(=O)NNC(=O)c2cccs2)cc1,-1,0.7,12,1,0,1.0,-6,-2,-2
CCc1ccc(NC(=O)COC(=O)CN2C(=O)COc3ccccc32)cc1,2,0.3,5,8,-4,-0.3,-13,-11,-9
COc1ccc2c(c1)[C@H]1[C@H](CO2)[C@H](c2ccccc2)[C@]2(C)C(=O)Nc3ccc(C)cc3C(=O)N12,-8,-0.2,14,9,-10,-0.7,0,-4,-5
Cc1ccnc(NC(NC(=O)C(C)C)(C(F)(F)F)C(F)(F)F)c1,-11,0.3,15,8,-7,-0.1,-9,2,-3
COc1cccc(CNC(=O)C2CCCN(S(=O)(=O)c3ccc4c(c3)C(C)(C)C(=O)N4C)C2)c1 (configuration not stated),2,3.2,22,2,-3,2.5,16,-7,-8
CCS(=O)(=O)N1CCC(NC(=O)c2ccco2)CC1,-1,-0.6,5,1,-2,0.4,-21,-6,-10
O=C(CCS(=O)(=O)c1ccc(Br)cc1)Nc1ccc(Br)cc1F,-21,-0.3,3,-1,-5,-0.1,-7,-1,2
Nc1nc(NCc2ccccc2)nc(NCc2ccccc2)c1[N+](=O)[O-],-21,1.9,24,0,-3,-0.2,10,-3,-5
COc1cc(Cl)c(CC(=O)c2c[nH]c3ccccc23)cc1OC,2,8.3,-9,9,1,2.6,1,-18,-9
Cc1cccc(NC(=O)c2sccc2-n2cccc2)c1C,-19,0.1,13,5,-6,5.6,14,-7,3
CCC(CC)C(=O)Nc1ccc(C)cc1O,-12,0.1,16,-1,-7,0.2,2,-13,-8
COc1cccc(NCCC(=O)c2cccc([N+](=O)[O-])c2)c1,-8,-1.0,-2,-2,-8,0.4,-7,-3,-8
O=C(OCc1ccc2c(c1)OCO2)c1cccc(S(=O)(=O)N2CCCCC2)c1,-2,1.5,21,6,-2,3.0,5,-5,-4
CN(C)c1ccc(C2Nc3ccccc3C(=O)N2NS(C)(=O)=O)cc1 (configuration not stated),/,/,13,2,-3,0.8,5,/,-10
O=C(OCC(=O)c1ccc[nH]1)c1ccc(Br)cc1,-9,7.0,-23,7,5,1.0,1,-8,2
CCOC(=O)CNC1CC(=O)N(c2ccc(Br)cc2)C1=O (configuration not stated),-2,0.6,-13,3,-1,0.2,-8,4,-4
OCCNc1c2ccccc2nc2c(F)c(F)c(F)c(F)c12,16,0.8,-3,0,-5,1.2,2,-1,7
CCOc1ccccc1N(CC(=O)N1CCC(C(N)=O)CC1)S(=O)(=O)c1ccc(SC)cc1,-11,1.1,6,2,-4,-0.2,-14,-8,-7
CC(=O)Oc1ccccc1C1C[C@]2(C)CC(=O)NC2N1C(C)=O (some centres not stated),-13,-0.3,18,5,-6,1.1,9,-5,-2
COc1ccc(OC)c(NC(=O)c2cnn(-c3ccccc3)c2C)c1,-15,0.3,-10,0,-1,13,-1,-3,4
CCOC(=O)c1[nH]c(C)c(C(=O)N2CCc3ccccc32)c1C,-1,0.8,18,14,-2,0.2,1,-10,-9
CCOC(=O)CN(c1ccccn1)S(=O)(=O)c1ccc(OC)cc1,-3,2.2,2,7,-4,0.0,17,-25,2
N=C1/C(=C\c2ccc(SCc3ccccc3)o2)C(=O)N=C2SC=NN12,-3,0.6,16,1,-5,0.1,9,1,-3
O=C(Nc1ccc(OCC(=O)N2CCOCC2)cc1)c1ccccc1Cl,2,0.5,-17,1,-2,0.6,-19,6,-4
CC(C)N1CC(C(=O)O)CC1=O (configuration not stated),-10,0.2,-3,9,-4,0.1,2,0,1
CCC(CC)C1C(C#N)=C(N)Oc2n[nH]c(-c3ccccc3)c21 (configuration not stated),14,-0.9,5,17,-4,-0.4,-20,-4,-8
O=C(Cn1cnc([N+](=O)[O-])n1)N/N=C/c1cccc2ccccc12,-7,1.5,18,10,-4,1.5,10,-10,0
O=C(COc1ccc2c(-c3ccccc3)cc(=O)oc2c1)N[C@H](Cc1c[nH]c2ccccc12)C(=O)O,-7,-0.2,12,0,-4,0.2,-21,-1,-1

# (more compounds)
SMILES,CHO parental Ca,V1R ag counter,M1 PAM parental,TAAR1 ag,M1 ag,CHO-K1 Ca ag,TAAR1 antagonist,OXTR potentiator,CHO-K1 Ca antag
O=C(c1cccc(S(=O)(=O)N2CCCC2)c1)N1CCOCC1,-1,0.6,-15,12,-4,0.2,11,-8,-7
CCOC(=O)[C@]12CCC=C1N(Cc1ccco1)C(=O)[C@H](CC(=O)NCc1cccc3ccccc13)C2,/,/,10,0,/,2.3,2,/,-16
Cc1ccc(C(=O)NC2(O)C(=O)c3ccccc3C2=O)cc1C,-8,0.6,17,3,-1,2.4,-6,-8,-19
COc1ccc(C2=NN(C(C)=O)C(c3ccccc3)C2)cc1 (configuration not stated),-6,0.9,17,5,-4,1.1,-15,-5,-17
